PKM2 activator: PKM2 (human) enzyme activation. P14618. purified PKM2, Kinase-Glo ATP luminescence, activation; response scale: 0% is enzyme alone, no compound. Potency, µM (series often up to 57.5 µM), for inactives: at the highest dose activation, most hits filed as activators. actives 0.34% (n = 260,000). AID 1631; also: potency is read from the fitted curve at half-maximal effect; % is scaled to controls: 0 for no effect and ±100 for the full control effect; nearly all actives have a fitted effect of over 55% in size
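Purified hPK-M2 (>95% pure) converted ADP (0.1 mM final) to ATP with 0.5 mM PEP in 50 mM imidazole pH7.2, KCl, MgCl2, Tween 20, BSA; 1 h at room temperature. ATP detected by Kinase-Glo luminescence.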
CXXC DNA block: blocks binding of human MLL CXXC domain to DNA. AID 2662. Q03164. actives 0.037% (n = 290,000). Potency, µM (highest dose often 115 µM), inactives show at the top dose activity change, negative = inhibition, hits mostly inhibitors. MLL-CXXC / FITC-HOXA9 DNA fluorescence polarization; active = well fitted inhibition curve with a large enough effect in the polarisation, with a control signal flat, not every such curve was filed as active; inconclusive = small, poorly fitted or top-dose-only effect, or effect the other way, or a change in a side signal; inactive = no such curve, though single readings can be large or run the other way; the % refers to the polarisation; also: potency is read from the fitted curve at half-maximal effect
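Fluorescence polarization: 7 uM MLL-CXXC (stock) preincubated 5 min with compounds, then 50 nM fluorescein-HOX-A9 DNA (stock) added; 30 min ambient. Buffer 50 mM Tris-HCl pH 7.5, 50 mM NaCl, 1 mM DTT, 0.05% BSA.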
B2AR arrestin: beta2AR (human) beta-arrestin recruitment activity. P07550. beta-arrestin recruitment to beta2AR, cell-based reporter. Potency, µM (highest dose often 46.1 µM), without a hit: top-dose activation, usual class: activators. actives 0.02% (n = 330,000). AID 492947;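 also: potency is read from the fitted curve at half-maximal effect; 0% = DMSO controls and full agonism = EC100 isoproterenol or metaproterenol; nearly all actives have a fitted effect of over 65% in size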
Giardia kill: kills Giardia lamblia | actives 0.15% (n = 340,000) | AID 540267 | activity change, % at 7.66 µM, hits read low | Giardia lamblia trophozoite viability; in the data active = activity change below about -80%; inconclusive = between about -30% and that limit;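 also: parasites exposed to compound for two days anaerobically before the ATP read; % is scaled to controls: 0 for no effect and ±100 for the full control effect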
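Trophozoite viability was measured as ATP-dependent luminescence, read 15-30 min after reagent addition. Before that, parasites at 100 cells/well were exposed to compounds for 48 h, anaerobically, at 37 deg C.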
GALK inh: galactokinase (human) inhibition; P51570; Purified GALK, Kinase-Glo residual ATP luminescence; Potency, µM (series often up to 57.5 µM), for the others: at the highest dose activity change, negative = inhibition, hits mostly inhibitors; actives 0.007% (n = 270,000); AID 1868; also: potency is read from the fitted curve at half-maximal effect; % is scaled to controls: 0 for no effect and ±100 for the full control effect
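GALK at 5 nM final was combined with compound, 35 uM ATP and 100 uM galactose in HEPES pH8.0 with MgCl2 and DTT. The reaction ran one hour at room temperature before luminescent ATP detection.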
KCNH2 3.1 block: inhibitors of human KCNH2 3.1 potassium channel isoform; U2OS KCNH2 3.1, thallium flux FluxOr; hits give low values; activity change, % (tested at about 1.8 µM); actives 0.95% (n = 340,000); AID 720553;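 active = maximum activity change below -70%; inconclusive = maximum activity change from -70% to -50%; inactive = maximum activity change above -50%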;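 also: thallium influx rate constant from kinetic fluorescence after stimulation buffer; % is scaled to controls: 0 for no effect and ±100 for the full control effect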
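Thallium flux via FluxOr fluorescence (Red40 quencher, 45 min loading) in U2OS cells virally expressing the KCNH2 3.1 isoform (1.77 x 10^8 /mL virus, overnight at 37 C). Rate constants from 2-min kinetic reads post-stimulation, normalised to positive and negative controls.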
TRPV1 agonist: agonists of human vanilloid receptor 1 (TRPV1). activation, % at 8.33 µM. Q8NER1. TRPV1-expressing cells, Fluo-8 calcium influx, agonist mode. actives 0.19% (n = 320,000); in the data active = activation above about 80%; inconclusive = between about 30% and that limit; also: 0% is about no effect
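Fluo-8 calcium influx in TRPV1-expressing cells, kinetic read (ex 480/em 520 nm). Compound added and read 3 min for agonist activity, followed by capsaicin at EC20 final and 2 min further read for enhancement.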
USP2a block: inhibitors of human ubiquitin-specific protease USP2a; USP2 core, Ub-CHOP2 coupled fluorogenic reporter, 485/531; Potency, µM (top dose mostly 38.3 µM), for inactives: at the highest dose activity change, negative = inhibition, most hits filed as inhibitors; actives 0.01% (n = 330,000);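 also: potency is read from the fitted curve at half-maximal effect; plate controls were DMSO wells for no effect and full inhibition by NEM control for full effect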
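USP2 core (10nM final) preincubated 30min RT with compound in 20mM Tris-HCl pH 8.0, 2mM CaCl2, 2mM beta-mercaptoethanol, 0.05% CHAPS; 25nM Ub-CHOP2 plus 25nM reporter substrate added, fluorescence (Ex485/Em531) read after 60min.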
Menin-MLL TR inh: displaces Texas Red mutant MLL peptide from human menin; Menin + Texas Red MLL mutant peptide, fluorescence polarization; actives 0.23% (n = 270,000); O00255; Potency, µM (top dose mostly 61.6 µM), inactives show top-dose FP activity change, negative = inhibition, usual class: inhibitors; active = well fitted inhibition curve with a large enough effect in the polarisation, with a control signal flat, not every such curve was filed as active; inconclusive = small, poorly fitted or top-dose-only effect, or effect the other way, or a change in a side signal; inactive = no such curve, though single readings can be large or run the other way; the % refers to the polarisation; also: potency is read from the fitted curve at half-maximal effect; % of control where 0% means no effect; many of its hits are not listed in these tables
Coupling enz: counter-screen for Giardia aldolase inhibitors: coupling enzyme system; activity change, negative = inhibition, % at 58.2 µM, hits read low; coupling enzyme system counterscreen, AmpLite Red fluorescence; actives 0.67% (n = 290,000); in the data active = activity change below about -30%; also: % is scaled to controls: 0 for no effect and ±100 for the full control effect
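Counterscreen of the coupled detection system alone, without aldolase: glyceraldehyde-3-phosphate coupling enzymes plus AmpLite Red readout. Compounds at 57.5 uM final, 10 min RT preincubation, 20 min RT reaction, fluorescence 525/598 nm.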
KCNH2 WT inh: blocks the wildtype human KCNH2 potassium channel | U2OS, BacMam KCNH2, thallium flux FluxOr; hits give low values | Q12809 | activity change, % at 1.84 µM | actives 0.37% (n = 340,000);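 active = maximum activity change below -70%; inconclusive = maximum activity change between -70% and -50%; inactive = maximum activity change above -50%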; also: % is scaled to controls: 0 for no effect and ±100 for the full control effect
Target sequence (Q12809 whole entry, looked up): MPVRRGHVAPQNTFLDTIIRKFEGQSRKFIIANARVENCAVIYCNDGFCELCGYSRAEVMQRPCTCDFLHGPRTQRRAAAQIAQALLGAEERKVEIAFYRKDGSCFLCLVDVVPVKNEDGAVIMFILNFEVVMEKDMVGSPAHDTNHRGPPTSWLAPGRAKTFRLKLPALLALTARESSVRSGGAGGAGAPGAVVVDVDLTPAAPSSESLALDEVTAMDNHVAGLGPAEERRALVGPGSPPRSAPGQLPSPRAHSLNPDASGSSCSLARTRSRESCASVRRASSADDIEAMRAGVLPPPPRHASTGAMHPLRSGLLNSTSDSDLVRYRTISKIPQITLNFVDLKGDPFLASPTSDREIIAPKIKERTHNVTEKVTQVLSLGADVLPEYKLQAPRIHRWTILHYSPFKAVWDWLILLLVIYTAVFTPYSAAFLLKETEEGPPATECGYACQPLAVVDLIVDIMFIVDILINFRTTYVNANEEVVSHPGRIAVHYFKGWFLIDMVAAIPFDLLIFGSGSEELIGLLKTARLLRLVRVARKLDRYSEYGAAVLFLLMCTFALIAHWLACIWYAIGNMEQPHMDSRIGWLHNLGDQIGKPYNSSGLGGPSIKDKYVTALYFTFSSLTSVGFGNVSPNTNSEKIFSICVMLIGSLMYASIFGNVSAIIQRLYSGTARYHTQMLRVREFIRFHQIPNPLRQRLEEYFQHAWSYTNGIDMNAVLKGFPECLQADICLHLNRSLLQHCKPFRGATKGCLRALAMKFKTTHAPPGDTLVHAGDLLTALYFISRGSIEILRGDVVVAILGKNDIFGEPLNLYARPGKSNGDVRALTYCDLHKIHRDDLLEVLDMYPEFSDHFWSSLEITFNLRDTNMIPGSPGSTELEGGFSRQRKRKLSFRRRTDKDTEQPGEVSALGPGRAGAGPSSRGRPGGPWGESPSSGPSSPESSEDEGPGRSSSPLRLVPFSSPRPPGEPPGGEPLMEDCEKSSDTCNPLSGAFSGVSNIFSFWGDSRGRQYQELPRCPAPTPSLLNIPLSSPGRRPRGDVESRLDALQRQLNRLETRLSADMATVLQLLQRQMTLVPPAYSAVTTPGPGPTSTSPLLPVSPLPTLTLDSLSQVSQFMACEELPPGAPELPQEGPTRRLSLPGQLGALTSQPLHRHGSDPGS
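U2OS cells transduced with wild-type KCNH2 virus are loaded with FluxOr dye for 45 min, and thallium flux is measured in kinetic reads before and after stimulation buffer. Rate constants are normalized to DMSO controls.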
Starred values were filed as active, the others as inactive; ? = inconclusive; . = not tested or not shown; & = joins results of further samples; [ ] = remark or other dose. Unless noted, calls follow the shape of the dose curve; as a rule, active = well fitted curve in the direction sought with a large enough effect; inconclusive = small, poorly fitted or top-dose-only effect, or another doubt; inactive = no such curve, though single readings can be large; an effect the other way counts as inactive or inconclusive. An excerpt (hit frequency here may not be typical).

nr | smiles | PKM2 activator | CXXC DNA block | B2AR arrestin | Giardia kill | GALK inh | KCNH2 3.1 block | TRPV1 agonist | USP2a block | Menin-MLL TR inh | Coupling enz | KCNH2 WT inh
1 | COCCN(C(=O)CCC(=O)Nc1ccccn1)C(C(=O)NCCC(C)C)c1ccc(C)cc1 (stereo not given) | . | 0% | 0.1% | 2 | 4% | -7 | 7 | -4% | . | -1 | 4
2 | CC1CCN(c2cc(N)c(Cl)cc2[N+](=O)[O-])CC1 | 3% | 0% | -0.1% | -12 | 3% | 5 | 2 | -1% | ? | 1 | 2
3 | O=C(COC(=O)/C=C/c1cccc(F)c1)Nc1ccc(Cl)cn1 | -9% | -1% | 0.3% | 4 | 9% | -4 | 1 | 1% | 9% | 1 | -2
4 | CC(=O)c1ccc2noc(-c3ccc(C)cc3)c2c1 | 12% | 11% | 0.0% | -10 | -1% | -4 | 5 | 13% | 12% | 0 | 7
5 | CCC(C)NC(=O)C1CCN(S(=O)(=O)c2ccc(OC)cc2)CC1 (stereo not given) | 9% | 6% | -0.3% | 19 | -1% | -11 | -2 | 9% | 4% | 5 | 1
6 | O=C(COC(=O)c1cccs1)Nc1cc(S(=O)(=O)N2CCOCC2)ccc1Cl | -14% | 28% | -0.1% | 5 | -1% | -17 | 2 | 2% | 0% | -1 | -2
7 | Cc1ccc(S(=O)(=O)CCC(=O)Nc2nc(-c3ccncc3)cs2)cc1 | 1%[0.46 µM] | 3% | -0.6% | 24 | 0% | 17 | 0 | 2% | -1% | 6 | 10
8 | COc1ccc(C(=O)Nc2ccc3c(c2)nc(CN2CCN(C(C)=O)CC2)n3C)cc1 | -2% | -4% | 0.3% | 3 | . | 4 | 2 | 1% | -5% | 3 | 0
9 | CN(c1ccccc1C(=O)Nc1ccccc1C(=O)NCc1ccco1)S(C)(=O)=O | 3% | -2% | -0.2% | 8 | -4% | 8 | -1 | 3% | -1% | -1 | -6
10 | Cc1cc(C(=O)N2CCCC(C(=O)c3ccc(Oc4ccccc4)cc3)C2)n[nH]1 (stereo not given) | -12% | 0% | -0.1% | -10 | . | 12 | 1 | -2% | -19% | 3 | 2
11 | CC1CC(C)CN(C(=O)C2CCCN(S(=O)(=O)c3cccc4nonc34)C2)C1 (stereo not given) | -4% | 1% | . | -1 | -2% | 4 | 24 | . | 0% | -3 | 7
12 | Cc1cc(/C=N/n2cnnc2)c(C)n1-c1ccc(Cl)cc1 | -7% | -2% | -0.6% | -10 | -3% | -16 | 3 | -2% | 1% | -1 | 28
13 | CCCCN(CCCC)Cc1ccc(C(=O)NNC(=O)Nc2ccccc2)o1 | -1% | 3% | -0.3% | 33[activator] | -4% | -7 | 3 | 0% | 6% | 1 | -9
14 | COc1ccc(N(C(C)C(=O)N/N=C/c2ccc(OCC(C)C)cc2)S(C)(=O)=O)cc1 (stereo not given) | 8% | -2% | -0.4% | -1 | . | -7 | -7 | 0% | 9% | -1 | 2
15 | Cc1cccc(NC(=O)c2cc([N+](=O)[O-])ccc2NC2CCCCC2)c1 | -2% | ? | 4.3% | -5 | . | -28 | 21 | -3% | -1% | -2 | -5

Compound profiles, from the list above:
O=C(COC(=O)c1cccs1)Nc1cc(S(=O)(=O)N2CCOCC2)ccc1Cl across the screens: PKM2 activator: -14%; CXXC DNA block: 28%; B2AR arrestin: -0.1%; Giardia kill: 5; GALK inh: -1%; KCNH2 3.1 block: -17; TRPV1 agonist: 2; USP2a block: 2%; Menin-MLL TR inh: 0%; Coupling enz: -1; KCNH2 WT inh: -2
CCC(C)NC(=O)C1CCN(S(=O)(=O)c2ccc(OC)cc2)CC1 (stereo not given) across the screens: PKM2 activator: 9%; CXXC DNA block: 6%; B2AR arrestin: -0.3%; Giardia kill: 19; GALK inh: -1%; KCNH2 3.1 block: -11; TRPV1 agonist: -2; USP2a block: 9%; Menin-MLL TR inh: 4%; Coupling enz: 5; KCNH2 WT inh: 1
Cc1cc(C(=O)N2CCCC(C(=O)c3ccc(Oc4ccccc4)cc3)C2)n[nH]1 (stereo not given) across the screens: PKM2 activator: -12%; CXXC DNA block: 0%; B2AR arrestin: -0.1%; Giardia kill: -10; GALK inh: .; KCNH2 3.1 block: 12; TRPV1 agonist: 1; USP2a block: -2%; Menin-MLL TR inh: -19%; Coupling enz: 3; KCNH2 WT inh: 2

Other records:
nr | smiles | PKM2 activator | CXXC DNA block | B2AR arrestin | Giardia kill | GALK inh | KCNH2 3.1 block | TRPV1 agonist | USP2a block | Menin-MLL TR inh | Coupling enz | KCNH2 WT inh
16 | Cc1noc(C)c1S(=O)(=O)N(CC(=O)Nc1ccc2c(c1)OCO2)c1ccc(C(C)C)cc1 | 13% | 13% | -0.2% | 6 | 3% | -5 | 18 | 0% | 14% | -3 | -18
17 | CC1c2cc3c(cc2CCN1CC(=O)Nc1ccccc1)OCCCO3 (stereo not given) | -2% | -4% | -0.5% | 12 | . | 9 | 14 | -7% | -10% | 1 | -2
18 | CCCc1nnc(NC(=O)CCC(=O)N2CCN(c3nc(C)cc(C)n3)CC2)s1 | -3% | 2% | -0.4% | -15 | 3% | 7 | 0 | 4% | . | 2 | 0
19 | Cc1onc(-c2c(F)cccc2Cl)c1C(=O)NC1CCCCCC1 | . | 2% | -0.1% | 10 | -3% | -24 | 27 | 0% | -20% | -2 | -4
20 | O=C(OCc1ccc(COC(=O)c2cccnc2Cl)cc1)c1cccnc1Cl | 8% | 7% | -0.2% | 14 | 12% | 13 | 8 | 1% | -8% | -3 | 15
21 | Cc1csc(NC(=O)c2ccc(C)c(S(=O)(=O)N3CCOCC3)c2)n1 | -1% | -8% | -0.1% | . | 3% | . | 22 | -1% | -25% | 1 | .
22 | O=C(CSc1ncc(C(F)(F)F)cc1Cl)N1CCN(S(=O)(=O)c2ccccc2)CC1 | 2% | -8% | 0.1% | 0 | -2% | -6 | ? | 1% | -3% | -5 | -2
23 | O=[N+]([O-])c1cccc2c(S(=O)(=O)N3CCOCC3)cccc12 | 1%[11.5 µM] | ? | 0.0% | ? | -3% | 5 | -1 | -4% | 25% | -1 | 12
24 | COc1ccc(CCNC(=O)CN(c2ccc(C)cc2)S(=O)(=O)c2c(C)noc2C)cc1OC | -3% | 21% | 0.4% | 23 | -1% | 2 | 3 | 2% | 6% | 4 | 9
25 | CC(C)C(NS(=O)(=O)c1cccc2nsnc12)C(=O)NC1CCCCC1C (stereo not given) | . | -1% | 2.5% | -20 | -2% | 0 | 0 | 2% | . | . | -9
26 | COC(=O)[C@@]1(Cc2ccccc2)[C@H]2C(=O)N(Cc3ccccc3)C(=O)[C@H]2[C@H]2CN=C(SCc3ccccc3)N21 | . | . | -0.3% | 8 | . | -27 | . | 4% | . | . | -3
27 | CC1(OC(=O)C2CCCC2)C(=O)C=C2C=C(c3ccsc3)N(Cc3ccccc3)C=C2C1=O (stereo not given) | 1%[11.5 µM] | -1% | -0.2% | 4 | 0% | 19 | -3 | -2% | -16%[11.7 µM] | -17&-14 | -4
28 | CNC(=O)c1c(NC(=O)c2cccc(N3C(=O)CCC3=O)c2)sc2c1CCCC2 | -3% | -3% | 0.4% | -16 | 3% | 5 | -1 | 0% | . | -1 | -17
29 | Clc1ccc(SCc2cn3ccccc3n2)cc1 | 0% | -6% | -0.1% | -2 | -8% | -12 | 22 | -1% | -17% | 0 | 24
30 | CCNC(=O)C1CC(=O)N(c2ccc(Br)cc2)C1 (stereo not given) | 0% | 5% | -0.5% | 27 | 5% | -11 | 3 | 2% | -3% | 4 | -8
31 | CCN(CC)S(=O)(=O)c1ccc(O)c(NS(=O)(=O)c2ccccc2F)c1 | -12% | -2% | -1.0% | 10 | -3% | 2 | -4 | -1% | 5% | 7 | 2
32 | CN(C)C(CNC(=O)c1ccc(S(=O)(=O)Nc2cccc(C(F)(F)F)c2)cc1)c1ccco1 (stereo not given) | . | . | 0.3% | 10 | . | -5 | 7 | 2% | . | . | -1
33 | CCOC(=O)c1sc(Nc2ccc(F)cc2)nc1C | -7% | -4% | 0.2% | 5 | -5% | -11 | 22 | -4% | 10% | 1 | 2
34 | COc1ccc(C(=O)Nc2nc(C)cs2)cc1S(=O)(=O)N1CCCC1 | -2% | ? | -0.1% | 2 | 7% | 0 | -3 | 0% | -8% | 0 | 3
35 | CCCNC(=O)CSc1nccn1Cc1ccc(OC)cc1 | 1% | 3% | 0.2% | ? | 1% | -6 | 1 | 3% | -12% | -1 | -10
